High-throughput results: PubChem, Broad Institute
STK33 inh – STK33 kinase inhibitors, primary screen, biochemical, luminescence, ADP-Glo, MBP substrate; inhibition, % at 12.5 µM; 27,000 tested, 0.44% active; AID 2322, 2010; Serine/threonine-protein kinase 33 (Homo sapiens), Q9BYT3; in the data active = inhibition above about 20%
Target sequence (Q9BYT3 whole entry, looked up): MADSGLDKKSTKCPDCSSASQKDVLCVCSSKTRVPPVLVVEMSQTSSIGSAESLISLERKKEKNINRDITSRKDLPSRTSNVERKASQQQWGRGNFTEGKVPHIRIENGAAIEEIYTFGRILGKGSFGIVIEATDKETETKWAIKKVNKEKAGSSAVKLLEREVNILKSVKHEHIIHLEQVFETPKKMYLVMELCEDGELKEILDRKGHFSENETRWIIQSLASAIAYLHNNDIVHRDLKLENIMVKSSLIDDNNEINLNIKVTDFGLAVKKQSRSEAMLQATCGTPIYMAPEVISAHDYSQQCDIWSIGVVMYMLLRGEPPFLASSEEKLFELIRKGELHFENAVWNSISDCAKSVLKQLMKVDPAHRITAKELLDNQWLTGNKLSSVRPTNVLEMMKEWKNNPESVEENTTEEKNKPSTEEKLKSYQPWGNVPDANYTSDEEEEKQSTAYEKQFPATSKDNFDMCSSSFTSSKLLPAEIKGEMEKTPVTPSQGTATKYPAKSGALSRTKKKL
p53 PUMA act – mutant p53 pathway re-activators, primary screen, cell-based, SW480, luciferase, single point, HTS; SW480 PUMA-promoter luciferase, p53 mutant reactivation; activation, % at 9.98 µM; 28,000 tested, 1.5% active; in the data active = activation above about 52%
Active calls of the source: *; nt = no result given. The list is partial (hit frequency here may not be typical).

SMILES	STK33 inh	p53 PUMA act
C[C@H](CO)N1C[C@H](C)[C@H](CN(C)C)Oc2ncc(C#Cc3ccc(F)cc3)cc2C1=O	nt	-9
CC(NS(=O)(=O)c1ccc(Cl)cc1)C(=O)Nc1ccccc1Sc1ccccc1 (centres undefined)	-3	-20
Cc1cc(OCC(=O)Nc2cc(C(=O)O)cc(C(=O)O)c2)cc(C)c1Cl	-3	-7
CCCC#Cc1ccc2c(c1)O[C@@H](CN(C)CC1CC1)[C@@H](C)CN([C@H](C)CO)S2(=O)=O	nt	1
Cc1noc(C)c1NC(=O)Nc1ccc2c(c1)CC(=O)N([C@@H](C)CO)C[C@H](C)[C@@H](CN(C)C(=O)NC(C)C)O2	0	1
CC(C)NC(=O)Nc1ccc2c(c1)C(=O)N([C@H](C)CO)C[C@H](C)[C@@H](CN(C)C(=O)NC(C)C)O2	-1	nt
C[C@H]1CN([C@@H](C)CO)C(=O)c2cc(NC(=O)C3CC3)ccc2O[C@@H]1CN(C)Cc1ccc(Cl)c(Cl)c1	-7	6
CCOC(=O)C1CCCN(Cc2nc(N)nc(Nc3ccccc3)n2)C1 (centres undefined)	-2	-16
C[C@H](CO)N1C[C@H](C)[C@H](CN(C)S(=O)(=O)c2ccc(Cl)cc2)Oc2ccc(NS(=O)(=O)c3ccccc3)cc2CC1=O	1	nt
Cc1nc2nc(NCc3cccc([N+](=O)[O-])c3)[nH]n2c(=O)c1Cc1ccccc1	1	9
CCc1c(C)nc(SCC(=O)Nc2ccc(C)cc2)[nH]c1=O	2	7
CC(Oc1cccc(Cl)c1)C(=O)Nc1cc(C(=O)O)cc(C(=O)O)c1 (centres undefined)	-1	-9
Cc1nnc(SCc2nc(-c3ccc(Br)cc3)no2)n1-c1ccccc1	-3	-26
Cc1noc(C)c1S(=O)(=O)Nc1ccc2c(c1)C(=O)N([C@H](C)CO)C[C@H](C)[C@H](CN(C)Cc1ccc3c(c1)OCO3)OCCCC[C@@H](C)O2	2	nt
C[C@H](CO)N1C[C@H](C)[C@H](CN(C)S(=O)(=O)c2ccccc2)OCc2cnnn2CCCC1=O	1	nt
C[C@@H]1CN([C@@H](C)CO)C(=O)Cc2cc(NS(=O)(=O)c3ccc(Cl)cc3)ccc2O[C@@H]1CN(C)C(=O)NC1CCCCC1	-3	-6
C[C@@H]1CN([C@@H](C)CO)C(=O)Cc2cc(NS(=O)(=O)c3cn(C)cn3)ccc2O[C@@H]1CN(C)S(=O)(=O)c1ccc(Cl)cc1	1	8
Cc1ccc(-c2nn(C)c(=O)c3ccccc23)cc1CNC(=O)CN1CCOCC1	-9	1
O=S(=O)(CCc1nc2ccccc2o1)c1ccc(Cl)cc1	0	3
COc1ccc(C)cc1NC(=O)c1ccc(OCC(=O)Nc2cccc(C(F)(F)F)c2)cc1	-3	34

The last 3 entries of the part above come first, to join the parts.
SMILES	STK33 inh	p53 PUMA act
Cc1ccc(-c2nn(C)c(=O)c3ccccc23)cc1CNC(=O)CN1CCOCC1	-9	1
O=S(=O)(CCc1nc2ccccc2o1)c1ccc(Cl)cc1	0	3
COc1ccc(C)cc1NC(=O)c1ccc(OCC(=O)Nc2cccc(C(F)(F)F)c2)cc1	-3	34
C[C@H]1CCCCO[C@H](CN(C)Cc2ccncc2)[C@@H](C)CN([C@@H](C)CO)C(=O)c2cc(NC(=O)Nc3ccccc3)ccc2O1	nt	-2
Cc1noc(C)c1S(=O)(=O)Nc1ccc2c(c1)C(=O)N([C@H](C)CO)C[C@H](C)[C@H](CN(C)C(=O)Nc1ccc(F)cc1)O2	2	7
Cc1ccc(S(=O)(=O)Nc2ccc3c(c2)CC(=O)N([C@@H](C)CO)C[C@@H](C)[C@@H](CN(C)C(=O)Nc2ccc(C(F)(F)F)cc2)O3)cc1	3	nt
O=C(Nc1ccccc1C(=O)NCCN1CCOCC1)c1cccc([N+](=O)[O-])c1	0	6
O=C(O)C1=C[C@@H](c2csc3ccccc23)C[C@@H](OCCCCO)O1	-1	nt
COc1ccc(NC(=O)CSc2nc(C(C)(C)C)cs2)cc1	8	-2
COc1ccc(NC(=O)N(C)C[C@@H]2Oc3ncc(C#CC(C)(C)O)cc3C(=O)N([C@H](C)CO)C[C@@H]2C)cc1	8	nt
Cc1noc(C)c1NC(=O)N(C)C[C@@H]1Oc2ccc(NS(=O)(=O)c3cn(C)cn3)cc2CC(=O)N([C@H](C)CO)C[C@@H]1C	-3	0
C[C@@H]1CN([C@@H](C)CO)C(=O)Cc2cc(NC(=O)CCN3CCOCC3)ccc2O[C@H]1CN(C)Cc1ccc(-c2ccccc2)cc1	nt	-13
Cc1cccc(C)c1OCC(=O)NCc1cccnc1	-1	8
COc1ccc(CN(C)C[C@H]2Oc3ccc(NC(=O)C4CC4)cc3C(=O)N([C@H](C)CO)C[C@@H]2C)cc1	nt	0
C[C@H](CO)N1C[C@H](C)[C@H](CN(C)S(=O)(=O)c2ccc3c(c2)OCCCO3)OCc2cn(nn2)CCCC1=O	0	-4
Nc1nncn1C(=O)CCCN1C(=O)c2ccccc2C1=O	-1	-3
COc1cccc(-c2cnc3c(c2)C(=O)N([C@@H](C)CO)C[C@H](C)[C@H](CN(C)Cc2ccc(C(=O)O)cc2)O3)c1	nt	6
Cc1noc(C)c1NC(=O)Nc1ccc2c(c1)CC(=O)N([C@H](C)CO)C[C@H](C)[C@H](CN(C)C(=O)Nc1ccc3c(c1)OCO3)O2	-1	nt
O=[N+]([O-])c1nn(-c2ccccc2)n(O)c1=NCc1ccco1	1	7
C[C@@H]1CN([C@@H](C)CO)C(=O)Cc2cc(NC(=O)c3ccncc3)ccc2O[C@H]1CN(C)CC1CC1	nt	8
CNC[C@@H]1OCCCC[C@@H](C)Oc2ccc(NC(=O)c3ccncc3)cc2C(=O)N([C@@H](C)CO)C[C@H]1C	nt	-1
C[C@@H]1CCCCO[C@H](CN(C)S(=O)(=O)c2ccc(Cl)cc2)[C@@H](C)CN([C@H](C)CO)C(=O)c2cc(NC(=O)Nc3ccc4c(c3)OCO4)ccc2O1	1	nt
OC(CN1c2ccccc2Sc2ccccc21)Cn1nnc2ccccc21 (centres undefined)	-5	8

The final 2 records of the section before open the next one:
SMILES	STK33 inh	p53 PUMA act
C[C@@H]1CCCCO[C@H](CN(C)S(=O)(=O)c2ccc(Cl)cc2)[C@@H](C)CN([C@H](C)CO)C(=O)c2cc(NC(=O)Nc3ccc4c(c3)OCO4)ccc2O1	1	nt
OC(CN1c2ccccc2Sc2ccccc21)Cn1nnc2ccccc21 (centres undefined)	-5	8
CC(C)=CCc1c(O)c(CC=C(C)C)c2c(c1O)C(=O)CC(c1ccc(O)cc1O)O2 (centres undefined)	-4	-1
CCc1nc(SCC(=O)OC)c2c3c(sc2n1)CCCC3	1	11
C[C@@H]1CN([C@@H](C)CO)C(=O)c2cc(NC(=O)Nc3ccc4c(c3)OCO4)ccc2O[C@H]1CN(C)Cc1ccc(Cl)c(Cl)c1	1	-18
CCOC(=O)C1=C(C)NC(c2ccccc2)=C(C(=O)OCc2ccc([N+](=O)[O-])cc2)C1C#Cc1ccccc1 (centres undefined)	nt	-5
C[C@H]1CCCCO[C@@H](CN(C)S(=O)(=O)c2ccccc2)[C@@H](C)CN([C@@H](C)CO)C(=O)c2cc(NS(=O)(=O)c3cn(C)cn3)ccc2O1	nt	4
CCc1ccccc1NC(=O)CSc1nnc(C)s1	-1	7
CC(C)NC(=O)Nc1ccc2c(c1)CC(=O)N([C@@H](C)CO)C[C@@H](C)[C@H](CN(C)Cc1ccncc1)O2	nt	-1
CC(C)NC(=O)N(C)C[C@H]1OCCCC[C@@H](C)Oc2ccc(NC(=O)c3ccncc3)cc2C(=O)N([C@H](C)CO)C[C@H]1C	nt	-2
CS(=O)(=O)N(CC(=O)Nc1ccc(Cl)c(Cl)c1)c1ccc(Br)cc1	7	-19
COc1ccc([Si](C)(C)[C@@H]2[C@@H](CCO)O[C@]3(C(=O)N(Cc4cccc(N5CCOC5=O)c4)c4ccccc43)[C@H]2C)cc1	18	nt
C/C=C(\C)C(=O)O[C@H]1C=CC(=O)O[C@H]1/C=C/[C@H](O)[C@H](C)O	-4	-16
C[C@@H]1CN([C@@H](C)CO)C(=O)Cc2cc(NS(=O)(=O)c3ccccc3)ccc2O[C@@H]1CN(C)Cc1ccc(Oc2ccccc2)cc1	2	nt
C[C@@H]1CN([C@H](C)CO)C(=O)c2cccc(NS(=O)(=O)c3cn(C)cn3)c2O[C@@H]1CN(C)C(=O)Nc1cccc2ccccc12	nt	-15
C[C@H]1CN([C@@H](C)CO)C(=O)Cc2cc(NS(=O)(=O)c3cn(C)cn3)ccc2O[C@H]1CN(C)S(=O)(=O)c1cn(C)cn1	-2	1
CS(=O)(=O)N(CC(=O)Nc1ccc(I)cc1)c1cccc2ccccc12	2	-10
C[C@@H]1CN([C@H](C)CO)C(=O)c2cc(NC(=O)c3ccncc3)ccc2O[C@H]1CN(C)C(=O)Nc1ccc2c(c1)OCO2	nt	6
C[C@H]1CN([C@@H](C)CO)C(=O)Cc2cc(NC(=O)CCN3CCOCC3)ccc2O[C@@H]1CN(C)CC1CC1	nt	13
O=C(Nc1ccccc1)c1cc([N+](=O)[O-])ccc1Cl	0	nt
Cc1cccc(NC(=O)C(C)N(c2ccc(Oc3ccccc3)cc2)S(C)(=O)=O)c1 (centres undefined)	-2	5
COc1ccc(NC(=O)N(C)C[C@H]2OCCCC[C@@H](C)Oc3ccc(NS(=O)(=O)c4ccc(Cl)cc4)cc3C(=O)N([C@H](C)CO)C[C@@H]2C)cc1	-2	nt

Complete entries, looked up by structure:
Entry for CC(C)NC(=O)Nc1ccc2c(c1)CC(=O)N([C@@H](C)CO)C[C@@H](C)[C@H](CN(C)Cc1ccncc1)O2 → STK33 inh: nt; p53 PUMA act: -1
Entry for Cc1cccc(NC(=O)C(C)N(c2ccc(Oc3ccccc3)cc2)S(C)(=O)=O)c1 (centres undefined) → STK33 inh: -2; p53 PUMA act: 5

New compounds follow.
SMILES	STK33 inh	p53 PUMA act
COc1cc(O[C@@H]2O[C@H](CO)[C@@H](O)[C@H](O)[C@H]2O)cc2occ(-c3ccc(O)cc3)c(=O)c12	-3	17
C[C@@H]1CN([C@@H](C)CO)C(=O)CCCn2cc(nn2)CO[C@H]1CN(C)C(=O)Nc1cccc(C(F)(F)F)c1	8	nt
C[C@@H]1CN([C@H](C)CO)C(=O)Cc2cc(NC(=O)Nc3ccc(C(F)(F)F)cc3)ccc2O[C@@H]1CN(C)C	0	nt
CNC[C@H]1Oc2ccc(NS(=O)(=O)c3ccc(OC)cc3)cc2CC(=O)N([C@@H](C)CO)C[C@@H]1C	0	nt
NC(=O)CSc1nnc(-c2cnccn2)n1-c1ccccc1	-2	-7
C[C@H](CO)N1C[C@H](C)[C@H](CN(C)Cc2ccc(-c3ccccc3)cc2)Oc2ccc(NC(=O)C3CC3)cc2C1=O	1	nt
C[C@H]1CCCCO[C@H](CN(C)C)[C@@H](C)CN([C@@H](C)CO)C(=O)c2cc(NC(=O)C3CCCCC3)ccc2O1	nt	5
CN(C)c1ccc(NC(=O)CSc2nc3ccccc3c(=O)n2-c2ccc(Cl)cc2)cc1	-2	-1
CCOC(=O)c1cc(C2COc3ccccc3O2)sc1NC(=S)NC(=O)c1ccccc1 (centres undefined)	-2	-18
O=C1CC(c2ccc(O)c(O)c2)Oc2c1ccc(O)c2O (centres undefined)	0	3
O=C(CSc1n[nH]c(-c2ccncc2)n1)Nc1ccccc1F	4	2
COCCOC(=O)N1C(=O)[C@@]2(c3cc(C#CCNC(N)=O)ccc31)[C@H](C(=O)N1CCc3cc(OC)c(OC)cc3C1)[C@H]1C(=O)O[C@H](c3ccccc3)[C@H](c3ccccc3)N1[C@@H]2c1ccccc1OCCO	0	nt
COc1ccc(CCNC(=O)[C@@]2(Cc3ccccc3I)c3ccccc3C(=O)N(Cc3ccccc3OC)[C@H]2c2ccc(CO)cc2)cc1	-1	nt
COc1ccc(NC(=S)NCc2cn(-c3ccccc3)nc2-c2ccccc2)cc1OC	-1	3
C[C@@H]1CN([C@H](C)CO)C(=O)c2cccc(NC(=O)c3nc4ccccc4s3)c2O[C@@H]1CN(C)C(=O)Nc1ccccc1	nt	6
C[C@@H]1CN([C@H](C)CO)C(=O)Cc2cc(NC(=O)Nc3ccccc3)ccc2O[C@@H]1CN(C)Cc1ccncc1	-2	5
C[C@H]1CN([C@@H](C)CO)C(=O)c2cc(NC(=O)Nc3ccc4c(c3)OCO4)ccc2O[C@@H]1CN(C)S(=O)(=O)c1ccccc1	1	nt
C[C@@H]1CCCCO[C@@H](CN(C)C(=O)c2ccncc2)[C@H](C)CN([C@H](C)CO)C(=O)c2cc(NC(=O)CCC(F)(F)F)ccc2O1	nt	1
C[C@H]1CN([C@@H](C)CO)C(=O)Cc2cc(NS(=O)(=O)c3ccc(F)cc3)ccc2O[C@H]1CN(C)S(=O)(=O)c1ccc(F)cc1	-2	nt
CSc1scc(N)c1S(=O)(=O)C(C)C	nt	5
COC(=O)c1cc(OC)c(OC)cc1NC(=O)c1c(-c2ccccc2)noc1C	-1	-6
COCC#Cc1cnc2c(c1)C(=O)N([C@H](C)CO)C[C@@H](C)[C@@H](CN(C)C(=O)Cc1ccccc1)O2	nt	8
C[C@@H]1CN([C@H](C)CO)C(=O)Cc2cc(NS(=O)(=O)c3ccc(Cl)cc3)ccc2O[C@@H]1CN(C)Cc1ccccc1	2	nt
CCOC(=O)c1ccc(NC(=O)CSc2nc3ccc(C)cc3[nH]2)cc1	-5	43
C/C=C/c1ccc2c(c1)O[C@H](CN(C)C(=O)c1ccccc1)[C@@H](C)CN([C@H](C)CO)S2(=O)=O	nt	-12
C[C@H]1CCCCO[C@H](CN(C)Cc2ccccc2)[C@@H](C)CN([C@@H](C)CO)C(=O)c2cc(NS(C)(=O)=O)ccc2O1	nt	0
COc1cc(OC)c(NC(=O)CSc2nnc(C)s2)cc1Cl	-1	7
O=C(CC1NCCNC1=O)Nc1ccccc1[N+](=O)[O-] (centres undefined)	1	0
